# Screening data (PubChem BioAssay)
# APE1 inh – qHTS Assay for Inhibitors of the Human Apurinic/apyrimidinic Endonuclease 1 (APE1) | DNA repair nuclease/redox regulator APEX1 (Homo sapiens), P27695 | recombinant APE1, TAMRA/BHQ-2 abasic DNA cleavage fluorescence | Potency, µM (doses to about 65.8 µM), without a hit: top-dose activity change, negative = inhibition, actives largely listed as inhibitors | 350,000 compounds, 0.35% hits | AID 2517, 2012;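 also: plate controls were vehicle for no effect and reference inhibitor for full effect; nearly all actives have a fitted effect of over 55% in size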
# Target sequence (P27695 whole entry, looked up): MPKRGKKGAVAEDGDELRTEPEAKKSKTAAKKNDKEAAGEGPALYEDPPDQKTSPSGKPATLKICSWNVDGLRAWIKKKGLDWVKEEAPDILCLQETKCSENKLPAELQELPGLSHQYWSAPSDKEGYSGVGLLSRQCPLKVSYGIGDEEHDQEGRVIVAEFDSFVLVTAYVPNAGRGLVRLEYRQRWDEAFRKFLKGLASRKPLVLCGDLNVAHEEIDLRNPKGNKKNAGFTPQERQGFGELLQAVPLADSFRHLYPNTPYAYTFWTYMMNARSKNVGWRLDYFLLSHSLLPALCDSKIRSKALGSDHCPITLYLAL
#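 Step 1: APE1 (0.75 nM) with compound, 15 min RT. Step 2: add 50 nM fluorophore/quencher THF duplex. Step 3: three fluorescence reads 60 s apart (525/598 nm); read 3 minus read 1 = reaction progress.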
# POLI inh – qHTS for Inhibitors of Polymerase Iota. Potency, µM (top dose mostly 115 µM), for the others: top-dose activity, negative = inhibition, actives largely listed as inhibitors. 390,000 compounds, 1% hits. Pol iota fluorescent replication assay, 10 min. DNA polymerase iota (Homo sapiens), Q9UNA4
#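 Pol iota at 10 nM preincubated 15 min with compounds at room temperature; reaction started with fluorescent substrate, 50 nM final. Fluorescence read kinetically at 0 and 10 min; buffer-only wells as negative control.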
# G9a inh – qHTS Assay for Inhibitors of Histone Lysine Methyltransferase G9a. G9a H3K9 monomethylation, AlphaScreen, 2 h. Potency, µM (series often up to 102 µM), for the others: at the highest dose activity, negative = inhibition, usual class: inhibitors. 350,000 compounds, 8.8% hits. AID 504332, 2011; also: % is scaled to controls: 0 for no effect and ±100 for the full control effect; nearly all actives have a fitted effect of over 75% in size
#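 Methyltransferase reactions run at room temperature for 2 h (20 nM enzyme, 500 nM biotin-H3K9 peptide, 20 uM SAM) after a 15 min compound preincubation; product detected by AlphaScreen beads and anti-H3K9me1 antibody.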
# Pol beta inh – qHTS Assay for Inhibitors of DNA Polymerase Beta; AID 485314, 2010; Potency, µM (doses to about 114 µM), for inactives: at the highest dose activity change, negative = inhibition, most hits filed as inhibitors; P06746; 340,000 compounds, 1.3% hits; Pol beta primer extension/strand displacement, fluorescence kinetic; also: % is scaled to controls: 0 for no effect and ±100 for the full control effect
#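 Pol beta (10 nM) was preincubated with compound for 15 min at room temperature. The reaction was then started with 50 nM substrate and read immediately and after a further 10 min at room temperature.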
# Pol eta inh – qHTS for Inhibitors of Polymerase Eta; recombinant Pol eta, fluorescent DNA replication assay; Potency, µM (top dose mostly 114 µM), for inactives: at the highest dose activity change, negative = inhibition, actives largely listed as inhibitors; 390,000 compounds, 1.2% hits; AID 588591, 2011; also: % is scaled to controls: 0 for no effect and ±100 for the full control effect
# Target sequence (Q9Y253 whole entry, looked up): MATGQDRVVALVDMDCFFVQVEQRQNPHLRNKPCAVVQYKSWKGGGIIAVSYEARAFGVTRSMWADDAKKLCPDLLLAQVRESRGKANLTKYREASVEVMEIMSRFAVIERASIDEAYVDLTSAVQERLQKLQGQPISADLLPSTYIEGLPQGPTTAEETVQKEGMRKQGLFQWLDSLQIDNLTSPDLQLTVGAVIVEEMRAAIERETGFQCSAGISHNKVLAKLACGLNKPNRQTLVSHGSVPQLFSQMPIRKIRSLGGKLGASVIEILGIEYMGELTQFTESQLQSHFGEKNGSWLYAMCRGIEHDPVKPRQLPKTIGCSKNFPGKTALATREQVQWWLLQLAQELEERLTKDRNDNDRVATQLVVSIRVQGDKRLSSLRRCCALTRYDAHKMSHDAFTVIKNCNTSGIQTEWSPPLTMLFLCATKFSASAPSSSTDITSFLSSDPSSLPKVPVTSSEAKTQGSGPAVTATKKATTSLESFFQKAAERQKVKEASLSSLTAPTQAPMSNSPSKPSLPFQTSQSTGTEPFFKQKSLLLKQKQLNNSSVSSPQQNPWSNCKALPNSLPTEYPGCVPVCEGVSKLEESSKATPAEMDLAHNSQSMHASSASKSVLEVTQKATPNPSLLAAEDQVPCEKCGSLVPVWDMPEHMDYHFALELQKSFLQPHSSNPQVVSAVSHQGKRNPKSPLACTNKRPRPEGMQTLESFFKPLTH
#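 Fluorescent replication assay: 50 nM final substrate added after a 15 min room-temperature compound preincubation with 10 nM enzyme. Signal taken at 0 min and again at 10 min.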
# BAZ2B block – qHTS Assay for Inhibitors of BAZ2B; Potency, µM (titrated, usually from 114 µM), without a hit: top-dose activity change, negative = inhibition, most hits filed as inhibitors; AlphaScreen BAZ2B-H3K14Ac peptide displacement; Bromodomain adjacent to zinc finger domain protein 2B (Homo sapiens), Q9UIF8; AID 504333, 2011; 360,000 compounds, 4.4% hits; also: % is scaled to controls: 0 for no effect and ±100 for the full control effect; nearly all actives have a fitted effect of over 60% in size
#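 BAZ2B (50 nM) with biotin-H3(5-23)K14Ac peptide (50 nM) in PBS pH 7.4, 0.01% Tween-20, preformed 30 min, then compound 30 min at room temperature; top concentration 110uM. AlphaScreen streptavidin donor/nickel chelate acceptor beads (10 ug/mL final), 20 min dark, signal read.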
# Apoferritin bind – qHTS Assay for Identification of Novel General Anesthetics. Ferritin light chain (Equus caballus), P02791. apoferritin/1-aminoanthracene competitive binding, fluorescence. Potency, µM (doses to about 77.5 µM), for inactives: at the highest dose activity change, negative = displacement, hits mostly inhibitors. 350,000 compounds, 0.074% hits; also: % is scaled to controls: 0 for no effect and ±100 for the full control effect; nearly all actives have a fitted effect of over 20% in size
#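 Read-out: endpoint 1-AMA fluorescence, excitation 380 nm and emission 535 nm, after compounds sit 10 min at room temperature with 10 uM horse-spleen apoferritin in 50% saturated 1-AMA/PBS. Values come from four-parameter Hill fits.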
# BLM inh – qHTS Assay for Inhibitors of Bloom's syndrome helicase (BLM); RecQ-like DNA helicase BLM (Homo sapiens), P54132; recombinant BLM DNA unwinding, fluorescence dequenching; Potency, µM (titrated, usually from 56.1 µM), for the others: top-dose activity change, negative = inhibition, actives largely listed as inhibitors; AID 2528, 2010; 350,000 compounds, 0.2% hits;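 also: plate controls were vehicle for no effect and no enzyme for full effect; nearly all actives have a fitted effect of over 35% in size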
# Pol kappa inh – qHTS for Inhibitors of Polymerase Kappa; DNA polymerase kappa (Homo sapiens), Q9UBT6; purified Pol kappa, fluorescent DNA synthesis assay, 10 min; Potency, µM (titrated, usually from 107 µM), without a hit: at the top dose activity, negative = inhibition, actives largely listed as inhibitors; 400,000 compounds, 0.53% hits; AID 588579, 2011; also: % is scaled to controls: 0 for no effect and ±100 for the full control effect
#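 Readout: fluorescence, taken kinetically at 0 and 10 min. Conditions: 10 nM Pol kappa, 15 min RT compound preincubation, 50 nM substrate final. Controls: enzyme-free buffer wells.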
# The depositor's hits bear a star; ? = inconclusive; . = no result given; & = joins results of further samples; [ ] = dose if it differs, or a comment. Calls follow the shape of the dose curve; as a rule, active = well fitted curve in the direction sought with a large enough effect; inconclusive = small, poorly fitted or top-dose-only effect, or another doubt; inactive = no such curve, though single readings can be large; an effect the other way counts as inactive or inconclusive. Potency is read from the fitted curve at half-maximal effect. A portion of the library, so the mix of outcomes need not match the whole.
SMILES,APE1 inh,POLI inh,G9a inh,Pol beta inh,Pol eta inh,BAZ2B block,Apoferritin bind,BLM inh,Pol kappa inh
COc1ccccc1CN1C(=O)CN(C2CCCCCC2)C(=O)C1c1ccc(F)cc1 (stereo unspecified),3.1%,36.6%&16.1%[activator],5.8%[59 µM],16.4%&1.0%,-10.5%&-16.3%,1.6%&2.9%,-5.0%&16.0%,-6.0%&-4.5%,-7.4%[60.1 µM]
Cc1cc(C(=O)N/N=C/c2cccc([N+](=O)[O-])c2)c(C)o1,1.5%,27.5%,27.3%,-0.3%,-15.6%,-26.9%,-5.7%,-2.9%,2.6%
O=C(Nn1cnc2ccccc2c1=O)c1ccc([N+](=O)[O-])cc1,-13.1%,72.7%[activator],-3.5%,35.5%,-19.6%,-1.5%,-6.6%,-6.5%,-2.1%
Cc1ccc(NC(=O)Cc2ccc3c(c2)CCCC3)cc1C,-2.9%,4.5%,?,-15.0%,-6.0%,-3.3%,-2.4%,-5.1%,-11.8%
COc1ccc(NC(=O)CN(C)C(=O)c2c(-c3c(F)cccc3Cl)noc2C)cc1,43.0%,29.0%,?,.,-18.7%,-12.6%,.,.,-6.2%
Cc1cc(C)n2cc(CSc3nc4ccccc4s3)nc2n1,-2.2%,17.3%,?,-19.4%,-20.7%,-3.2%,-3.8%,0.4%,-13.3%
C/C(=N\NC(=O)c1nnn(-c2nonc2N)c1-c1ccccc1)c1ccco1,-4.6%,-12.5%,13.0%,-1.3%,0.9%,-10.4%,-22.2%,-1.4%,3.9%
CCOc1ccccc1NC(=O)Cn1c(=O)n(-c2ccccc2)c(=O)c2c1c1cc(C)ccc1n2C,.,12.1%,?,19.3%,4.1%,-2.7%,-3.0%,-6.6%,10.9%
COc1cccc(CNC(=O)CCc2nc(-c3ccc(C)cc3)no2)c1,.,-2.3%,20.6%[59 µM],0.0%,-9.2%,-3.1%,-16.2%,-4.0%,16.9%
COC(=O)c1scc(-c2ccc(C)cc2)c1S(=O)(=O)N1CCN(c2cccc(Cl)c2)CC1,.,-9.8%,-25.3%[59 µM],6.6%,-4.3%,-20.0%,-18.0%,-6.9%,-9.9%
CC1COC(C)(CC(=O)NN2C(=O)c3ccccc3C2=O)O1 (stereo unspecified),4.5%,51.0%[activator],?,2.9%,-9.2%,-3.2%,-7.0%,-6.2%,-3.7%
COc1ccc(NC(=O)CCCS(=O)(=O)c2nc(-c3ccccc3OC)cc(C(F)(F)F)n2)c(OC)c1,.,?,-25.2%[59 µM],23.2%,1.8%,-3.3%,-21.1%,-5.0%,-12.5%
COc1ccc(NC(=O)C(=O)NCCN2CCN(C(=O)c3ccc(C(C)(C)C)cc3)CC2)cc1,6.4%,9.2%,3.0%,-5.4%,-9.1%,-33.9%,-4.9%,2.9%,5.6%
COc1cccc(S(=O)(=O)NCc2ccc(C(=O)N3CCN(c4ccccc4)CC3)cc2)c1,6.8%,2.0%,63.1µM*,1.8%,0.8%,-23.9%,39.4%[activator],-0.5%,6.5%
COC(=O)c1ccc(/C=C/C(=O)OCC(=O)Nc2sccc2C(N)=O)cc1,13.6%,?,.,.,?,.,.,.,-4.0%

# Whole records, quoted from the list. Order of screens: APE1 inh, POLI inh, G9a inh, Pol beta inh, Pol eta inh, BAZ2B block, Apoferritin bind, BLM inh, Pol kappa inh
# O=C(Nn1cnc2ccccc2c1=O)c1ccc([N+](=O)[O-])cc1 in the list: -13.1%, 72.7%[activator], -3.5%, 35.5%, -19.6%, -1.5%, -6.6%, -6.5%, -2.1%
# Cc1cc(C(=O)N/N=C/c2cccc([N+](=O)[O-])c2)c(C)o1 in the list: 1.5%, 27.5%, 27.3%, -0.3%, -15.6%, -26.9%, -5.7%, -2.9%, 2.6%
# COc1ccc(NC(=O)CCCS(=O)(=O)c2nc(-c3ccccc3OC)cc(C(F)(F)F)n2)c(OC)c1 in the list: ., ?, -25.2%[59 µM], 23.2%, 1.8%, -3.3%, -21.1%, -5.0%, -12.5%

# Remaining list, next part:
SMILES,APE1 inh,POLI inh,G9a inh,Pol beta inh,Pol eta inh,BAZ2B block,Apoferritin bind,BLM inh,Pol kappa inh
CCOc1ccc(NC(=O)CSC2=Nc3ccccc3C3=NC(CC(=O)NCc4cccs4)C(=O)N23)cc1 (stereo unspecified),.,26.0%,-2.3%[59 µM],-29.6%,-15.0%,-22.2%,-21.3%,2.0%,-3.3%[60.1 µM]
COc1ccc(OC)c(-c2nc(CN3CCN(C(=O)c4ccco4)CC3)c(C)o2)c1,19.4%,2.7%,-8.4%,2.8%,-6.5%,-21.1%,-7.5%,-3.1%,-6.2%
O=C(Cn1c(=O)sc2ccccc21)OC(CCl)CCl,-5.0%,11.0%,-12.2%[59 µM],0.5%,-2.3%,63.1%[activator],-4.1%,-4.0%,-2.7%
COc1ccc(-c2cn3cccc(C)c3n2)cc1Br,0.2%,26.2%,4.9%[59 µM],0.1%,-1.9%,?,-2.7%,2.9%,-8.0%
CCC1CCCCN1C(=O)Nc1cccc(NC(=O)N2CCCCC2CC)c1 (stereo unspecified),8.1%,7.9%,?,7.8%,-7.0%,-13.0%,?,0.2%,5.3%
COc1cccc(NC(=O)CN(C)C(=O)CNC(=O)c2ccc3ccccc3c2)c1,8.5%,20.7%,-31.2%,.,-22.7%,5.2%,.,.,-7.1%
O=S(=O)(NCC1CCCO1)c1ccc(Br)cc1 (stereo unspecified),11.3%,-12.8%,1.7%,28.6%,-12.0%,-2.0%,-4.1%,-0.4%,0.4%
COc1ccc(S(=O)(=O)N(CC(=O)NCc2cccnc2)c2ccc(F)cc2)cc1OC,1.8%,.,2.9%[59 µM],8.3%,.,-2.7%,2.5%,1.4%,.
CCC(C)Sc1nc2ccccc2c(=O)[nH]1 (stereo unspecified),-1.7%,15.4%,17.9%[59 µM],1.9%,-22.1%,-3.4%,?,2.8%,-9.6%
Cc1csc(NC(=O)Nc2cccc(Cl)c2)n1,0.1%,-10.6%,-17.2%[59 µM],16.1%,-9.1%,-2.3%,-13.5%,-6.3%,-5.5%
O=C(c1cc(F)ccc1F)C1CCCN(C(=O)CCc2cnccn2)C1 (stereo unspecified),17.6%,28.5%,.,48.9%,-15.9%,-4.8%,-7.3%,-1.2%,2.1%
CCCCNC(=O)C(=O)N/N=C/c1ccc(OCc2ccccc2)cc1,-2.4%,-18.1%,-3.4%,-5.2%,-3.3%,6.3%,-1.6%,0.6%,2.0%
COc1ccc(C(=O)NCCCNC(=O)c2cccnc2)cc1OC,12.9%,-20.4%,10.7%,33.9%,6.4%,6.1%,-3.5%,0.2%,0.6%
COC(=O)c1ccc(C(C(=O)NCc2ccccc2)N(Cc2cccs2)C(=O)c2cnccn2)cc1 (stereo unspecified),-1.9%,-6.2%,31.3%[59 µM],-3.2%,-15.0%,-1.6%,-19.8%,1.8%,-3.6%
COc1ccc(CNC(=O)c2ccc3c(c2)N(Cc2ccccc2)CCS3)cc1,.,13.9%,?,3.6%,-18.2%,-10.5%,463.4%[activator],-4.1%,-15.8%
Cc1cccc(NC(=O)C2CCCN(S(=O)(=O)c3cccc4nonc34)C2)c1 (stereo unspecified),17.8%,4.5%&37.8%,-1.6%,-23.2%&1.7%,-6.8%&-11.1%,-13.4%&1.6%,-3.7%&6.6%,-7.3%&0.3%,-1.9%&-17.4%
COc1ccc(CN2CCN(C(=O)CCC(=O)Nc3nnc(C4CCCCC4)s3)CC2)cc1F,-11.4%,2.4%,.,24.9%,-8.5%,?,-6.4%,-10.3%,-4.2%
Cc1cnc(CN(C)C(=O)C2CCC(=O)N(CCc3ccccc3)C2)[nH]1 (stereo unspecified),-7.5%,-11.3%,-12.7%,2.0%,2.2%,-9.4%,-2.8%,-0.7%,-11.6%
Cc1ccccc1NC(=O)CCc1c(C)nn(-c2ccc(N3CCCCC3)nn2)c1C,-2.1%,-14.7%&6.2%,18.2%&0.0%[59 µM],12.5%&15.1%,3.2%&2.1%,-1.4%&-18.5%,0.9%&-9.2%,-3.8%&3.4%,-8.2%&22.1%
COc1ccccc1NC(=O)c1ccc(-c2nn(C)c(=O)c3ccccc23)cc1,-0.2%,47.5%[activator],?,-0.4%,-11.4%,-14.0%,-7.8%,-3.9%,2.4%
Cc1cccc(CCNC(=O)c2sc3nc4n(c(=O)c3c2C)CCCC4)c1,.,25.6%,?,2.1%,-2.6%,-0.6%,476.1%[activator],-2.6%,-8.4%
CCc1ccc(C2=CC(c3cccc(OC)c3OC)n3c(nc4ccccc43)N2)cc1 (stereo unspecified),.,-0.9%,?,?,-17.3%,8.4%,-1.9%,0.9%,-12.4%[60.1 µM]
CC1(C)CCN2CCC(C)(C)c3c(O)ccc1c32,28.8%,?,10µM*,-0.3%,-6.3%,44.7µM*,-5.0%,-8.3%,-20.2%
NC(=O)c1cc([N+](=O)[O-])ccc1NCC1CCCCC1,-7.3%,37.8%[activator],15.6%[2.33 µM],.,-16.8%,-7.0%,.,.,5.8%
COc1ccc(NC(=O)c2cc3ccc(O)cc3o/c2=N\O)cc1,-20.4%,19.7%,.,-1.3%,-16.0%,-4.3%,-4.3%,-1.9%,-6.6%
O=C(O)c1nnn(-c2ccc([N+](=O)[O-])cc2)c1-c1ccccc1,-5.2%,?,.,-1.5%,4.7%,-3.6%,1.0%,-7.4%,-1.7%
Cc1ccc2nc(NCc3ccccc3Cl)c3nnnn3c2c1,.,20.5%,6.1%[59 µM],?,-15.6%,2.8%,7.9%,-1.8%,0.0%
